Bioassay records: PubChem, several laboratories
MsrA inhibitor = bovine MsrA inhibition | purified bovine MsrA, absorbance read-out | inhibition, % at 15.5 µM | hit rate 0.75% among 360,000; in the data active = inhibition above about 4.5%;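 note: 0% = vehicle wells with enzyme and 100% = reference inhibitor wells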
DNMT1 block = inhibitors of human DNMT1 | inhibition (reported as % activation of signal), % at 10 µM | hit rate 0.83% among 360,000 | P26358 | DNMT1 molecular beacon, Hinp1I cleavage, fluorescence; in the data active = inhibition above about 50%
Scp-1 inhibitor = Scp-1 (human) phosphatase inhibition. Recombinant Scp1, phosphopeptide, malachite green phosphate absorbance. hit rate 0.88% among 340,000. inhibition, % at 20 µM. AID 493091. Q9GZU7;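 active = inhibition above about 50% at 20 µM, limit read from the data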;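 note: plate controls were DMSO wells with enzyme for no effect and wells lacking enzyme for full effect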
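assay system = SCP-1 phosphatase catalytic domain, residues 76-261 | buffer or medium = 50 mM Tris acetate pH 5.5, 0.005% Tween-20, 10 mM MgCl2 | incubation = enzyme reaction 45 min at room temperature, colour 5 min, stabilisation 30 min | signal = Phosphate-binding colour reagent, absorbance read at 630 nm | measure = % inhibition at 20 µM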
TbMetRS inhib = Trypanosoma brucei MetRS inhibition. purified T. brucei MetRS, ATP depletion, Kinase-Glo luminescence. inhibition, % at 11.9 µM. hit rate 0.4% among 360,000;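 active = inhibition above a per-plate cutoff of the control wells' mean inhibition plus 3 SD, cut at about 5.5% in these data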;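 note: 0% = DMSO wells median and 100% = median of wells with control inhibitor compound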
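technique = Kinase-Glo luminescence, ATP depletion format | system = purified MetRS (methionyl-tRNA synthetase) enzyme from Trypanosoma brucei | timing = 15 min preincubation, 2 h reaction, all 25 °C | evaluation = percent inhibition versus plate control medians | dosing = single dose, 11.9 µM final nominal, 0.9% final DMSO | also added = substrates ATP, L-methionine and bulk Escherichia coli tRNA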
eLon inh = inhibits E. coli Lon protease; P0A9M0; hit rate 0.42% among 360,000; AID 602123; purified E. coli Lon protease, fluorescence polarization; inhibition, % at 7.94 µM; in the data active = inhibition above about 13%, passing the limit was not always enough;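 note: 0% = enzyme with probe and DMSO and 100% = no enzyme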
Target sequence (P0A9M0 whole entry, looked up): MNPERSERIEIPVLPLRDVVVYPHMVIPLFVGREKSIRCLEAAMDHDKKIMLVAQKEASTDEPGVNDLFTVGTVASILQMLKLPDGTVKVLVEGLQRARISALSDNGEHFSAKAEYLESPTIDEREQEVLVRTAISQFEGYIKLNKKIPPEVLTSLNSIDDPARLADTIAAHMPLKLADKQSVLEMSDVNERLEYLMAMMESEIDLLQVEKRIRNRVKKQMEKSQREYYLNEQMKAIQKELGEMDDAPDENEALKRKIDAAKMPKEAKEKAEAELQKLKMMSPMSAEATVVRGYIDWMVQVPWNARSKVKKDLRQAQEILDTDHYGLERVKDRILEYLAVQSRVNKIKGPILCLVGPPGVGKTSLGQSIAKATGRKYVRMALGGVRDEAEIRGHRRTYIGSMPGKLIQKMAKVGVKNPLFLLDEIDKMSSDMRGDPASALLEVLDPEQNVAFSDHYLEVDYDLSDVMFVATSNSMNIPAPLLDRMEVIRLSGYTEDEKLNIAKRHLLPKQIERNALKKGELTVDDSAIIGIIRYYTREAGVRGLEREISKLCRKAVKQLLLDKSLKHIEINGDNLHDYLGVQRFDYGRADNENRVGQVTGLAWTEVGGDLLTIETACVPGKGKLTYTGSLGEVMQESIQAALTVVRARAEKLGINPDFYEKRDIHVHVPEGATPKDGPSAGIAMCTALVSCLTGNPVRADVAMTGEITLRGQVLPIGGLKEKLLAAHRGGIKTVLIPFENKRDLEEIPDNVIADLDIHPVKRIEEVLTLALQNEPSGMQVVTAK
STEP inh = blocks human striatal-enriched tyrosine phosphatase | P54829 | recombinant STEP, OMFP fluorogenic substrate, fluorescence | inhibition, % at 20 µM | hit rate 0.25% among 360,000;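 active = inhibition at 20 µM, scaled per plate between control wells, above about 37%, limit read from the data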;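 note: 0% = DMSO with enzyme and substrate and 100% = substrate only without enzyme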
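System: STEP (striatal-enriched tyrosine phosphatase) enzyme, cell-free; medium: Bis-Tris pH 6.0 buffer with DTT, detergent; dosing: 20 µM, 1% DMSO; times: reaction 20 min, ambient temperature; detection: fluorescence, 480/540 nm; read-out basis: normalized % inhibition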
MsrA act = activators of bovine methionine sulfoxide reductase A | purified bovine MsrA, absorbance read-out | activation, % at 10.6 µM | hit rate 0.3% among 360,000 | AID 602163; in the data active = activation above about 7.5%;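 note: 0% = vehicle and 100% = reference activator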
CendR NRP1 mod = alters CendR peptide binding to human NRP-1. FAM-RPARPAR peptide binding to NRP-1, fluorescence polarization. inhibition, % at 25 µM. hit rate 0.85% among 360,000. O14786;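 active = inhibition or corrected inhibition above about 18%, plus a signal ratio from 0.5 to 1.5, limit read from the data, passing the limit was not always enough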; note: strong numbers were not always called active
LMPTP inh = LMPTP (human) inhibition; recombinant LMPTP-A, OMFP fluorogenic substrate, fluorescence intensity; AID 651560; inhibition, % at 20 µM; hit rate 0.22% among 360,000; P24666;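 active = compounds that cut the enzyme signal by at least half of the control window in the single-dose screen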;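 note: plate controls were DMSO wells with enzyme plus substrate for no effect and substrate without enzyme for full effect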
Target sequence (P24666 whole entry, looked up): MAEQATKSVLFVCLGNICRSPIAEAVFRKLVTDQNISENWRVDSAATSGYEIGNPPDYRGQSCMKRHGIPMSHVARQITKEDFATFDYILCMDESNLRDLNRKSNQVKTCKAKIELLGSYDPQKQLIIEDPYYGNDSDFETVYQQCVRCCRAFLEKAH
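material = LMPTP-A | quantity = 0.625 nM enzyme | reagent = OMFP substrate, 400 µM final | buffer or medium = Bis-Tris pH 6.0, DTT, detergent | detection = endpoint fluorescence intensity from OMFP dephosphorylation | dosing = single 20 µM dose | read-out basis = % inhibition relative to no-enzyme and uninhibited control wells | control set = no-enzyme and uninhibited controls | timing = 50 min at room temperature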
SUMO1 PPI mod = alters human SUMO1 binding to SIM partners | AID 602429 | inhibition, % at 20 µM | P63165 | hit rate 0.33% among 360,000 | SUMO1 binding to a labelled peptide, TR-FRET, 1 h; in the data active = inhibition above about 37%
Numbers without * were called inactive; nt = no result given.

mol	MsrA inhibitor	DNMT1 block	Scp-1 inhibitor	TbMetRS inhib	eLon inh	STEP inh	MsrA act	CendR NRP1 mod	LMPTP inh	SUMO1 PPI mod
COc1ccc(C(=O)OCC(=O)NC2CC2)cc1OC	0.0	-2.8	-3.4	0.2	1.7	1.5	-6.5	2.1	-0.5	4.4
COC(=O)/C=C1\OCc2cc(C)ccc21	0.4	nt	nt	-0.5	nt	nt	nt	7.3	-0.4	1.0
CC(=O)Oc1ccc2c(=O)c(Oc3ccccc3)c(C)oc2c1OC(C)=O	-0.1	13.1	-10.1	1.1	0.3	-1.5	-3.5	-48.1	0.9	1.0
CCc1ccc(OCC(=O)N(CC)CC)cc1	-0.7	-2.0	-1.4	1.2	1.2	0.0	-1.9	3.7	0.4	1.5
COc1ccccc1-n1c(CNC(=O)c2ccc(S(=O)(=O)N3CCOCC3)cc2)n[nH]c1=S	0.7	1.3	-2.5	-1.2	-8.1	1.7	-4.4	-1.1	-2.1	20.9
Cc1cc2c(c(=O)o1)C(c1cccs1)C(C#N)=C(N)O2 (stereo unspecified)	-0.6	-1.6	-9.3	0.4	-7.8	1.5	-3.0	-16.6	-1.1	2.9
O=c1[nH]c(NC2CCCCC2)nnc1Cc1ccccc1	-0.4	3.0	34.4	-0.6	-13.1	-1.5	-8.3	-7.7	0.1	1.5
COc1cc2c(cc1OC)C(c1ccc(C)o1)CC(=O)N2 (stereo unspecified)	2.5	2.9	-5.8	0.1	0.3	3.9	-5.5	-2.7	-2.0	0.6
Cn1c(Oc2ccncc2)nc2cc(-c3ccsc3)sc2c1=O	2.7	4.0	nt	-0.2	2.6	1.3	15.1*	4.7	2.4	-22.0
COc1ccc(N2C(=O)CC(Nc3ccc(N4CCOCC4)cc3)C2=O)c(OC)c1 (stereo unspecified)	-0.6	-22.0	-4.7	-0.2	-0.3	-0.4	-5.6	10.6	2.4	-19.4
COc1ccc(OC)c(NC(=O)C2(C)CCN2Cc2ccccc2Cl)c1 (stereo unspecified)	0.2	6.5	nt	-0.5	-2.9	0.0	-3.4	-0.7	-1.3	2.6
O=C(Cc1ccc2c(c1)OCCO2)Nc1ccc(Cl)c(S(=O)(=O)N2CCOCC2)c1	-0.5	2.5	-0.2	-0.5	-1.9	-3.5	-7.0	-6.3	0.5	-0.8
CC(C)CNC(=O)COC(=O)c1ccc(Cl)c(S(N)(=O)=O)c1	0.8	-0.8	-2.6	-0.7	-3.2	-7.2	-2.9	6.9	-1.8	-1.7
O=C(Nc1cc(Cl)ccc1Cl)c1ccc(-c2ccccc2)cc1	0.4	4.7	-6.8	0.3	-6.2	0.1	-4.0	-5.9	-0.4	-3.5
CCC(CC)C(=O)N(C)c1c(C)nc2c(OCc3cccc(OC)c3)cccn12	1.2	-1.9	nt	-0.3	4.6	-0.3	-0.2	-0.4	-0.4	13.4
O=C(CCC(=O)c1ccccc1)NCCOc1ccccc1	0.9	-3.5	1.1	-0.2	2.4	0.1	-0.7	-8.8	0.3	2.9
CCOC(=O)c1ccc(N/C=C/C(=O)c2ccco2)cc1	0.3	0.3	-2.0	-1.0	-1.0	9.1	-4.4	-12.8	-0.1	-14.4
O=C(CSc1cccs1)Nc1cccc2ccccc12	0.3	3.1	-13.1	0.1	-10.8	-0.4	-2.6	-3.5	0.1	-6.5
COc1ccc(C(=O)Nc2cccc(C(=O)N/N=C/c3ccc(OC)cc3OC)c2)cc1	4.0	-9.7	-7.1	-0.7	3.1	0.9	-4.8	1.2	2.0	1.0
Clc1ccccc1-c1nnc(-c2cccnc2)o1	1.2	0.3	-10.3	-0.6	-8.6	-4.3	0.0	5.2	-2.9	3.7
CCCCc1ccc(N2C(=O)[C@@H]3C(CC(N)=O)NC4(C(=O)Nc5ccc(F)cc54)[C@@H]3C2=O)cc1 (stereo partly specified)	1.1	-8.0	0.0	0.1	-7.4	-1.0	-4.3	-0.5	-1.4	-0.5
COc1cc(C(=O)Nc2ccc3c(c2)ncn3C(C)(C)C)cc(OC)c1OC	-0.7	-0.4	3.0	-0.1	8.8	-2.5	-3.9	0.0	-0.5	-0.9
Cc1c(CCOC(=O)CC23CC4CC(CC(C4)C2)C3)sc[n+]1CC(=O)c1ccccc1	1.7	1.4	5.0	0.4	5.5	-1.5	-0.4	-1.3	1.9	-3.2
CC(C)NC(=O)C(=O)Nc1cc2c3c(c1)C(C)C(=O)N3CCC2 (stereo unspecified)	0.4	-5.3	-3.4	-0.2	1.6	-1.2	-1.6	1.3	-0.4	5.4
CCn1c(C(C)NC(=O)c2ccc(C)cc2)n[nH]c1=S (stereo unspecified)	-0.8	-1.8	-4.9	-0.4	-9.1	2.5	-2.4	-1.3	-2.2	-2.5

Following part.
mol	MsrA inhibitor	DNMT1 block	Scp-1 inhibitor	TbMetRS inhib	eLon inh	STEP inh	MsrA act	CendR NRP1 mod	LMPTP inh	SUMO1 PPI mod
CCOC(=O)C1CCN(C(=O)CCS(=O)(=O)c2ccc3c(c2)CC(C)N3C(=O)CC)CC1 (stereo unspecified)	-0.9	-2.0	-3.1	0.3	-1.9	0.1	-1.6	-3.6	-0.7	2.2
Cc1nc2ccccc2n1S(=O)(=O)N(C)C	1.6	-0.9	-4.3	-0.1	2.0	-9.8	-0.4	-6.1	-0.7	2.9
COC(=O)CNC(c1ccccc1)c1cc(Br)ccc1NS(=O)(=O)c1ccccc1 (stereo unspecified)	0.4	-3.9	-3.7	-0.2	-2.8	14.9	4.8	-7.1	-0.5	-1.2
CCOC(=O)c1c(NC(=O)CS(=O)(=O)c2cn(CC)c3ccccc23)sc2c1CCCCC2	1.9	-12.1	-19.5	-0.5	4.9	-0.9	0.1	-1.4	2.3	1.0
Cc1ccccc1CN(C)C(=O)CNC(=O)c1ccc2ccccc2c1	-1.8	1.9	-15.4	-0.2	-2.8	0.4	0.6	-15.3	0.5	-3.2
CC1(C)CC(=O)C=C(NCc2ccc(C(=O)O)cc2)C1	1.4	4.3	-1.8	-1.5	-10.6	1.8	-10.4	3.6	-0.3	4.7
COc1c(C)cc(C(=O)C2CCCN(C(=O)Cn3ccc(C)n3)C2)cc1C (stereo unspecified)	1.9	2.4	-6.5	-0.7	-1.5	3.1	1.9	5.9	0.4	-4.0
C/C(CC(=O)NCc1ccco1)=N\NC(=O)C(c1ccccc1)c1ccccc1	0.4	-1.6	-3.0	0.1	2.0	-1.9	0.5	-24.5	1.7	49.2*
Cc1cccc(CCNC(=O)CC2C(=O)NCCN2CC2CCCCC2)n1 (stereo unspecified)	0.3	-2.8	-9.9	-0.1	2.1	7.4	0.1	5.7	0.8	2.9
CCCCCn1nc(C(=O)N(CCOC)c2c(N)n(CCCC)c(=O)[nH]c2=O)c2ccccc2c1=O	0.1	1.3	-6.1	0.3	-2.0	-1.4	-1.4	12.7	-0.2	1.7
COc1cccc(CN2CCC2(C)C(=O)Nc2cccc3cccnc23)c1OC (stereo unspecified)	-1.1	4.3	nt	0.2	5.1	1.5	-0.4	-2.6	2.1	-6.8
COc1ccc(-c2oc3ccccc3c2C(=O)OCc2ccc([N+](=O)[O-])cc2)cc1	-0.3	11.6	-5.8	0.0	1.6	0.1	-0.6	5.2	1.9	-2.3
COC(=O)[C@H](CC(C)C)NC(=O)CC[C@H]1O[C@@H](n2ccc(=O)[nH]c2=O)[C@H](O)[C@@H]1O	0.6	2.5	nt	-0.5	-3.7	-0.5	-0.1	-4.9	-1.6	2.1
CC(C)N1C(=O)C2ON(c3ccccc3)C(c3cccs3)C2C1=O (stereo unspecified)	-1.3	-0.4	-15.9	-0.9	1.6	-2.4	4.1	-2.0	0.7	6.1
Cc1cc(Br)ccc1NC(=O)CN(C)C(=O)c1ccc(-n2cncn2)c([N+](=O)[O-])c1	-0.5	4.0	11.2	2.9	9.4	-0.3	-12.6	-5.9	-0.6	-26.0
[O-][n+]1ccccc1/C=C/c1ccccc1	1.8	2.4	-8.9	0.2	-7.8	-2.0	-2.4	10.2	-0.1	-17.0
CCCCCC(=O)Nc1ccc(S(=O)(=O)NC2=NCCCCC2)cc1	-0.5	4.8	-7.2	0.1	-14.9	-2.5	-0.2	1.8	-1.7	2.3
CN(Cc1ccno1)Cc1cn(C)nc1-c1ccc(Oc2ccccc2)cc1	-0.2	-0.9	-9.0	-0.8	2.7	1.2	-2.1	2.4	0.3	-3.9
O=C(COC(=O)c1ccc(F)cc1F)NCc1ccc2c(c1)OCO2	-0.1	2.1	-2.7	-0.3	-8.3	-1.0	-1.4	5.0	-2.1	0.0
Cc1cc2nc(/C=C/c3nc4cc(C)c(C)cc4[nH]3)[nH]c2cc1C	0.9	26.8	-4.5	-0.2	-9.1	46.2*	-0.1	-17.2	39.2	-0.9
O=C(Nc1cc(S(=O)(=O)Nc2ccc(Cl)cc2)ccc1N1CCCCC1)c1ccc(F)cc1	0.3	-1.9	-5.3	0.3	8.2	1.4	-2.1	-0.7	6.6	-1.0

Entries listed above printed as active in SUMO1 PPI mod:
Structure,MsrA inhibitor,DNMT1 block,Scp-1 inhibitor,TbMetRS inhib,eLon inh,MsrA act,CendR NRP1 mod,LMPTP inh,SUMO1 PPI mod
C/C(CC(=O)NCc1ccco1)=N\NC(=O)C(c1ccccc1)c1ccccc1,0.4,-1.6,-3.0,0.1,2.0,0.5,-24.5,1.7,49.2*
